Screening results: PubChem, several laboratories
PRMT1 inh – inhibitors of human PRMT1; Q99873; recombinant PRMT1, activity-based probe fluorescence polarization; inhibition, % at 2.79 µM; 370,000 compounds, 1.3% hits; AID 652257;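 active means inhibition above about 21% made by adding two undisclosed values, limit read from the data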
rCAG binder – binds r(CAG) RNA repeats; r(CAG) RNA repeat, TO-PRO-1 dye displacement fluorescence; 370,000 compounds, 1.3% hits; AID 651821; inhibition, % at 3 µM;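 active means inhibition above the plate cutoff, the mean of all test compounds on that plate plus 3 SD, cut at about 35% in these data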;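 further: 0% = DMSO alone and 100% = 100 µM mitoxantrone as full dye displacement; higher means more dye released from RNA so lower well fluorescence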
TCR CD3 inh – inhibitors of human TCR-CD3 interaction; inhibition, % at 9.4 µM; TAMRA-labeled TCR probe fluorescence, biochemical; 360,000 compounds, 0.37% hits; in the data active means inhibition above about 19%;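 further: recombinant mutant TCR 2C K166C tagged with TAMRA read by polarization; 0% = receptor in buffer alone and 100% = receptor with positive control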
ABHD4 inh – ABHD4 (mouse) inhibition, primary FP screen | Q8VD66 | purified mABHD4, FP-Rh probe fluorescence polarization | inhibition, % at 8.92 µM | 370,000 compounds, 0.54% hits;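 active means inhibition exceeding the mean over every tested compound plus 3 SD, cut at about 30% in these data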;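 further: 0% = plate median of compound wells and 100% = S159A mutant with DMSO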
Target sequence (Q8VD66 whole entry, looked up): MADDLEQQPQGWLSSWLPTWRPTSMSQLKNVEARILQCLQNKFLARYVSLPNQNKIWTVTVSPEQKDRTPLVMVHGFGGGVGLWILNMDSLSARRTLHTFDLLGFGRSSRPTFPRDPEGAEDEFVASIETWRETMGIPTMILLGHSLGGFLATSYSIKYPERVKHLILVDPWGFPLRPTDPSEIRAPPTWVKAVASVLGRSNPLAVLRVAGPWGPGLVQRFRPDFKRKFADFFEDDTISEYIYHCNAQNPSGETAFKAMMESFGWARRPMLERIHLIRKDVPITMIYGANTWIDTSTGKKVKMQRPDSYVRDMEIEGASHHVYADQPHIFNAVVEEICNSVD
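Test system: mABHD4 protein; Read-out basis: % inhibition; Incubation: 45 min + 60 min at 25 °C; Repeats: single replicate; Technique: fluorescence polarization with parallel and perpendicular emission, 525/598 nm; Compound: 8.92 µM, single dose; Benchmarks: full inhibition S159A mutant plus DMSO, zero as sample-well median.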
PG9 binder – binds the HIV-1 gp120 antibody PG9 | TR-FRET gp120-PG9 antibody binding | inhibition, % at 6.7 µM | 360,000 compounds, 0.43% hits | AID 624416; in the data active means inhibition above about 8.5%
SIAE primary – inhibitors of human sialic acid acetylesterase SIAE | 370,000 compounds, 0.69% hits | Q9HAT2 | SIAE FP-Rh probe binding, fluorescence polarization | inhibition, % at 9.66 µM;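 active means inhibition above a cutoff: mean of compounds within the control limits plus 3 SD of those, cut at about 17% in these data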;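 further: 0% = plate median of compound wells and 100% = probe without SIAE protein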
Target sequence (Q9HAT2 whole entry, looked up): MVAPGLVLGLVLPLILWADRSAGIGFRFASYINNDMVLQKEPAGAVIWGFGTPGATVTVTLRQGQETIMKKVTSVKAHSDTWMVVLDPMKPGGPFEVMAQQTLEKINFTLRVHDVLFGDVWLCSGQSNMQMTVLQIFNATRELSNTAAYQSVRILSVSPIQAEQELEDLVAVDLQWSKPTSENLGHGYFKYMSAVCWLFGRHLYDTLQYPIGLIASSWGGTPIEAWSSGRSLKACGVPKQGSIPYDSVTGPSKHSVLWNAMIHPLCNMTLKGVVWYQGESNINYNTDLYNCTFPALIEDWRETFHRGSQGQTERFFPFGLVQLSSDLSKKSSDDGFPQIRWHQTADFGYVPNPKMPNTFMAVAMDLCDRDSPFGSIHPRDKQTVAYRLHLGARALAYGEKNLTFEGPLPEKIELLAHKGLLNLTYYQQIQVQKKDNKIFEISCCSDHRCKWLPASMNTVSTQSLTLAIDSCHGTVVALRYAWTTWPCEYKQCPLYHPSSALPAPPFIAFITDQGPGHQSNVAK
TDP2 inh – blocks human TDP2 phosphodiesterase activity; 370,000 compounds, 0.34% hits; inhibition, % at 12.8 µM; recombinant TDP2, T5PNP hydrolysis, p-nitrophenol absorbance 415 nm; O95551;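 active means inhibition above the mean of all tested compounds plus 3 SD, set per campaign, cut at about 25% in these data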;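 further: 0% = DMSO with enzyme and 100% = buffer with substrate but no TDP2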
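Test system: human TDP2 enzyme; Input: 120 nM TDP2 per well; Buffer or medium: Mg2+-containing Tris-HCl buffer, pH 7.5; Reagent: 5 mM T5PNP; Dosing: 12.8 µM single point, 1% DMSO; Incubation: reaction 2 h, 37 °C; Detection: p-Nitrophenol epi absorbance; Read-out: % inhibition relative to enzyme-containing and enzyme-free wells; Replicates: single well per compound.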
LEDGF integ inh – blocks HIV-1 LEDGF/p75-dependent DNA integration. 370,000 compounds, 0.64% hits. TR-FRET IN-LEDGF/p75 DNA integration, Eu/Cy5. AID 743269. inhibition, % at 3.7 µM;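 active means inhibition above the screen-wide mean plus 3 SD, cut at about 13% in these data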;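 further: signal is the Cy5 over europium emission ratio at 671 and 618 nm; 0% = plate median of compound wells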
HTRA1 inh – blocks human HTRA1 serine peptidase; 340,000 compounds, 0.5% hits; inhibition, % at 5.96 µM; Q92743; recombinant HTRA1, FP-rhodamine activity-based probe, fluorescence polarization; in the data active means inhibition above about 36%;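 further: 0% = enzyme with DMSO and 100% = wells lacking enzyme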
Rev-erbA mod – modulators of human Rev-erb alpha DNA binding | 370,000 compounds, 0.79% hits | Rev-erbα–FITC-DNA binding, fluorescence polarization, 90 min | AID 1259318 | activity, % at 10 µM;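 active means activity above about 14%, limit read from the data; passing the limit was not always enough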;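 further: 0% = DMSO wells with 35 nM protein and 100% = DMSO wells with 750 nM protein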
An asterisk follows results filed as active; nt = not tested or not shown; & = joins results of further samples. An excerpt (hit frequency here may not be typical).

Molecule	PRMT1 inh	rCAG binder	TCR CD3 inh	ABHD4 inh	PG9 binder	SIAE primary	TDP2 inh	LEDGF integ inh	HTRA1 inh	Rev-erbA mod
CCc1ccccc1NCC(=O)Nc1ccccc1C(=O)OC	2	-6	6	-8	-0.1	-7	-1	-1	-13	10
O=[N+]([O-])c1ccc(C=NNc2ccc(S(=O)(=O)O)cc2)cc1	2	11	4	33*	-9.6	1	0	0	11	-7
CC(C)(C)OC(=O)N1CCN(c2ccc(CNC(=O)c3ccc(Cl)cc3)cc2)CC1	-1	0	10	-4	0.0	1	7	0	-5	9
O=C(c1ccc2c(c1)OCO2)N1CCOCC1	2	2	9	-8	-1.9	-3	3	-3	8	0
CC(=O)Nc1ccc2nc(-c3cccnc3)[nH]c2c1	1	1	1	0	-2.0	-2	-1	2	4	0
COc1ccc(/C=C2\CC/C(=C\c3ccc(OC)cc3OC)C2=O)c(OC)c1	2	5	-3	6	-1.6	-10	-1	-6	-34	8
CCCOc1ccc(-c2nc(C#N)c(NCCCn3ccnc3)o2)cc1	-1	2	-3	9	-2.5	2	-10	-4	3	1
COc1ccc(CCNC(=O)CCc2ccccc2)cc1OC	-4	-2	-2	-4	-0.4	-1	-16	5	nt	3
CCCCn1nc(C(=O)NCC2COc3ccccc3O2)c2ccccc2c1=O (configuration not stated)	5	3	-6	-13	-0.8	-2	-3	-8	-30	4
Cc1cc(C(=O)CN2C(=O)NC3(CCCCC3C)C2=O)c(C)n1Cc1cccs1 (configuration not stated)	2	-3	6	5	-0.7	0	0	-1	-5	1
CSc1c(CC(=O)Nc2ccccc2)n(C)c2ccccc12	3	2	-6	-2	-1.1	1	-3	-2	-4	2
S=C(NCCc1ccccc1)Nc1cnc2ccccc2c1	-1	3	8	-15	-0.2	-4	1	1	-14	3
CSc1nsc(SCC(=O)Nc2nc3ccc(C)cc3s2)n1	6	6	-6	-8	10*	-18	1	2	-11	-5
O=C(NCc1ccccc1Cl)c1ccc(S(=O)(=O)N2CCCC2)cc1	0	-1	4	5	0.5	-2	4	0	-2	6
CCn1cc(C(=O)O)c(=O)c2cc(F)c(N3CCN(C(=S)NC(=O)c4ccccc4F)CC3)cc21	1	1	-4	-4	-1.0	4	-5	-2	1	1
Cc1nc(/N=C(\N)NC(=O)N2c3ccccc3Sc3ccccc32)nc2ccccc12	0	10	-7	2	-0.9	-4	12	-1	-7	-7
CC(=O)c1ccc(NC(=O)CC2Nc3cccc4cccc(c34)NC2=O)cc1 (configuration not stated)	5	19	9	22	-2.5	9	-1	0	57*	-24
CC(c1ccccc1)n1c(S(=O)(=O)O)nc2ccccc21 (configuration not stated)	3	7	2	5	-0.8	-1	11	-2	2	-2
O=C(COc1ccc(S(=O)(=O)NC2CCCCC2)cc1)NC1CC1	-2	-1	-1	-5	-1.7	-2	-7	3	5	0
CC(=O)Nc1ccc(NC(=O)CN2C(=O)COc3ccc(S(=O)(=O)N4CCOCC4)cc32)cc1	1	0	3	3	-2.0	-2	3	1	0	2
Cc1cc(C(=O)N/N=C/c2ccc3c(c2)OCO3)c2ccccc2n1	1	1	6	3	-2.3	1	3	-1	-1	-5
Clc1ccccc1-c1nc(-c2cccnc2)no1	1	-9	6	-3	-1.6	3	-9	0	-4	7
CC1=C(C(=O)Nc2ccc(C)cc2C)C(c2ccc(Cl)cc2)n2nc(C(=O)OC(C)C)nc2N1 (configuration not stated)	1	-2	-9	9	1.9	-3	0	-2	2	1
C1N2CN3CN1CN(C2)C3	2	0	-3	-2	-0.6	1	2	-5	2	-4&3

An excerpt from above in order of SMILES length, highest first.
Molecule	PRMT1 inh	rCAG binder	TCR CD3 inh	ABHD4 inh	PG9 binder	SIAE primary	TDP2 inh	LEDGF integ inh	HTRA1 inh	Rev-erbA mod
CC(=O)c1ccc(NC(=O)CC2Nc3cccc4cccc(c34)NC2=O)cc1 (configuration not stated)	5	19	9	22	-2.5	9	-1	0	57*	-24
O=C(COc1ccc(S(=O)(=O)NC2CCCCC2)cc1)NC1CC1	-2	-1	-1	-5	-1.7	-2	-7	3	5	0
Clc1ccccc1-c1nc(-c2cccnc2)no1	1	-9	6	-3	-1.6	3	-9	0	-4	7

Other structures.
Molecule	PRMT1 inh	rCAG binder	TCR CD3 inh	ABHD4 inh	PG9 binder	SIAE primary	TDP2 inh	LEDGF integ inh	HTRA1 inh	Rev-erbA mod
CCOC(=O)c1c(C)[nH]c(C(=O)OCC(=O)N2CCN(S(=O)(=O)c3ccccc3)CC2)c1C	-2	4	10	-2	0.8	2	4	0	-4	0
COCCCn1c(C)nnc1SCC(=O)NNC(=O)COc1ccc(Cl)cc1	0	-2	0	2	-0.9	-1	4	-2	-6	-7
O=C1NCCO1	-6	4	1	-2	2.2	-4	6	3	3	-4
CCCN1CCC(N(CCc2ccccc2)Cc2ccccc2)CC1	-1	-6	4	3	0.3	-1	2	-2	9	2
CNC[C@H](CC1CCCCC1)NC[C@H](CO)NCCc1cccc(C(F)(F)F)c1	0	-3	-3	18	-1.0	3	-2	0	6	-1
CC(=O)N1CCC(CCCC2CCN(C(C)=O)CC2)CC1	-1	-8	6	6	-1.1	-5	4	-1	-4	-3
C[C@H](CO)N1C[C@H](C)[C@@H](CN(C)Cc2ccccc2)OCCCC[C@H](C)Oc2ccc(N(C)C)cc2C1=O	7	1	-8	-5	1.4	5	-4	-3	0	-5
CCOc1cc(/C=C/C(=O)O)ccc1OCCOc1ccccc1	5	0	-1	5	-0.3	3	7	0	-3	2
COc1ccc(/C=N/N2CCN(C)CC2)c(OC)c1OC	4	-4	-3	-2	-0.7	1	9	-3	-10	-3
COc1cccc(CNC(=O)c2cc(C3CC3)nc3c2cnn3C(C)C)c1	0	2	3	-5	-0.1	-11	-5	-1	-31	4
CCCCOc1ccc(C(=O)N/C(=C\c2cccc([N+](=O)[O-])c2)C(=O)OCCC)cc1	0	4	12	2	-1.6	3	6	-4	0	0
COc1cc(/C=N/NC(=O)c2ccc(CSc3nncn3C)cc2)ccc1OCC(=O)N1CC(C)OC(C)C1 (configuration not stated)	0	-5	5	4	-1.9	-1	3	-4	3	-3
O=C1CC(NNc2ccccc2)C(=O)N1c1ccc(N2CCCCC2)cc1 (configuration not stated)	8	24	-4	24	-1.2	3	-2	0	4	1
CN(C)/C(=N\S(=O)(=O)c1ccc(F)cc1)c1ccccc1	2	-3	6	-6	0.1	-3	1	0	-1	2
Cc1ccc(OCc2nnc(SCC(=O)c3ccc4ccccc4c3)n2-c2ccc(Cl)cc2)cc1	4	7	nt	-8	nt	-2	8	1	nt	1
Cc1ccc(S(=O)(=O)NNC(=O)c2ccccc2-n2cccc2)cc1	3	3	1	-3	-1.0	4	14	-5	-3	4
COc1cc(CNCCc2ccccc2)ccc1OCC(N)=O	-2	-1	3	4	-3.7	-10	4	0	-1	0
Cc1ccc(S(=O)(=O)N2C[C@H]3C(=O)C[C@@H]4C(=O)N(c5ccccc5)C(=O)[C@@H]4[C@@H]3C[C@@H]2c2ccccc2)cc1	0	11	3	1	0.9	-2	5	1	nt	2
CC(=O)/C(C[N+]1(C)CCCCC1)=N\O	2	12	8	4	0.2	10	2	-2	-4	0
Oc1[nH]c2ccccc2c1C1=NCCCC1	2	5	5	6	-4.8	4	-1	0	6	2
Cc1ccc(NC(=O)/C(C#N)=C/c2cn(CC(=O)NCc3ccco3)c3ccccc23)cc1C	3	6	-2	1	-0.5	-77	-7	-4	-9	-4
O=C(Nc1ccccc1)c1cccc(S(=O)(=O)N2CCCCC2)c1	-1	-3	11	0	-1.1	-7	-2	2	-3	-6
O=C(Nc1ccc(S(=O)(=O)N2CCOCC2)cc1)c1ccccc1Br	1	0	-2	-2	-0.6	-7	-1	1	-6	-1
CN(C)c1ccc(CC(=O)N2CCCC(c3cc(C(=O)Nc4ccc(C(C)(C)C)cc4)no3)C2)cc1 (configuration not stated)	-1	32	0	5	0.2	4	-9	-2	nt	9
CCCCn1c(N)c(N(CC(C)C)C(=O)CC2CCCC2)c(=O)[nH]c1=O	-4	-5	4	6	-0.5	6	-1	-1	3	0
C/C(=N\NC(=O)c1nn(C)c(C)c1Br)c1ccc(NC(=O)C2CCCC2)cc1	3	-5	-7	-6	0.1	0	-1	-1	0	-10
COc1cc2c(cc1OC)C(c1ccccc1N)=NCC2	-1	5	4	5	-2.4	-4	-12	2	nt	-2
OC(c1ccccn1)(c1ccccn1)c1ccccn1	1	-2	0	10	-1.2	12	9	-2	-2	-2
CCOC(=O)c1sc(NC(=O)CC)nc1C	-3	-3	7	0	-1.6	1	3	2	15	1
COc1ccc(C2(C)NC(=O)N(Cc3cc(Cl)cc4c3OCOC4)C2=O)cc1OC (configuration not stated)	0	-5	2	5	0.3	-7	-9	-2	-12	-5
Oc1ccc(Oc2ccc3c(C(F)(F)F)cc(C(F)(F)F)nc3n2)cc1	3	-4	1	-17	0.1	-4	-9	-5	-14	3
CCOC(=O)C1CCCCN1Cc1cc(OC)ccc1OC (configuration not stated)	-2	-7	3	18	-0.6	0	14	4	-5	2
COc1ccc(/C=N/NC(=O)c2cccnc2)c2ccccc12	3	3	2	-1	-4.0	-5	7	-4	-6	-4
C[C@H]1COc2cc(N3CCCCC3)ccc2S(=O)(=O)N1	-3	3	3	-3	-1.0	3	6	4	nt	-5
CC(=O)NC(Cc1ccc(C(C)C)cc1)C(=O)NC1CCN(C(=O)c2cccc(C)c2)CC1 (configuration not stated)	-6	-13	1	-1	0.7	3	5	2	1	-3
CCCCc1ccc(NC(=S)NCc2cccnc2)cc1	2	0	4	-7	-0.5	4	0	-2	-1	6
COC(=O)CCC(=O)OC1(C)C(=O)C2=CN(C3CCCC3)C(c3ccc(OC)cc3)=CC2=C(Br)C1=O (configuration not stated)	4	8	-4	9	0.1	6	0	5	61*	4
O=C(NNS(=O)(=O)c1ccc(Cl)cc1Cl)c1cc2ncc(C(F)(F)F)cc2s1	-7	31	-2	1	0.6	3	-8	5	-3	0
Cc1cc(=O)c(C(=O)O)nn1-c1ccccc1C(F)(F)F	2	2	4	3	-2.7	-1	1	4	0	3
C/C(CCc1ccco1)=N/NC(=O)CCC(=O)Nc1cccc(Cl)c1	-2	6	6	-7	-0.8	-4	-5	-2	-26	0
CN(C)S(=O)(=O)c1cccc(NC(=O)CN2C(=O)C3C4C=CC(C4)C3C2=O)c1 (configuration not stated)	-2	-3	-4	5	-0.5	-2	2	-1	0	5
Cc1cccc(-n2nnnc2SCC(=O)c2cc(C)n(Cc3ccco3)c2C)c1	-1	1	7	-10	-0.6	-26	-1	0	-41	-5
COc1ccc(CN2CCN(C(C)C(=O)NC(C)c3ccc(F)cc3)CC2)cc1F (configuration not stated)	2	-12	1	6	-0.3	2	4	-3	-4	0
